Screening data: PubChem BioAssay, Sanford-Burnham Center for Chemical Genomics
NadD block: NadD (S. aureus) enzyme inhibition; actives 0.78% (n = 360,000); AID 602399; purified NadD enzyme, colorimetric absorbance read-out; inhibition, % at 20 µM; in the data active means inhibition above about 26%; further: some compounds past the cut are filed as inactive
SUMO1-SIM PPI: alters human SUMO1 binding to SIM partners. P63165. SUMO1 binding to a labelled peptide, TR-FRET, 1 h. inhibition, % at 20 µM. actives 0.33% (n = 360,000); in the data active means inhibition above about 37%
Target sequence (P63165 whole entry, looked up): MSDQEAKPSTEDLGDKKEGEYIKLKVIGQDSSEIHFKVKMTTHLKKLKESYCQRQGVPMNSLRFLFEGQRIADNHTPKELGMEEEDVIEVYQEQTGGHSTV
Rpn11 inh: inhibitors of human proteasome Rpn11. calls only at 20 µM. AID 588493. O00487. human 26S proteasome, Ub4-pepOG fluorescence polarization; 20S core pre-blocked with epoxomicin. actives 0.59% (n = 360,000);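 active means inhibition at 20 µM, scaled to each plate's controls, above about 33%, limit read from the data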
Target sequence (O00487 whole entry, looked up): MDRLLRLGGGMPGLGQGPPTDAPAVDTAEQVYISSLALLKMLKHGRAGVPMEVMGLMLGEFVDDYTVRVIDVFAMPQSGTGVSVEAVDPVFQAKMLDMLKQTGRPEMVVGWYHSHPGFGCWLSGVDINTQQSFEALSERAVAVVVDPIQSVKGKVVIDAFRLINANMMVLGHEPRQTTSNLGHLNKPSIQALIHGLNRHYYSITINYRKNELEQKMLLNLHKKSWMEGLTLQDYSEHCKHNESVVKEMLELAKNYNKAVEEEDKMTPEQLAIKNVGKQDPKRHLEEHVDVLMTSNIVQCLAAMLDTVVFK
NRP1-CendR mod: modulators of CendR peptide binding to human neuropilin-1. FAM-RPARPAR peptide binding to NRP-1, fluorescence polarization. AID 602438. actives 0.85% (n = 360,000). O14786. inhibition, % at 25 µM;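 active means inhibition or corrected inhibition above about 18%, plus a signal ratio from 0.5 to 1.5, limit read from the data, passing the limit was not always enough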; further: strong numbers were not always called active
Scp-1 inhibitor: Scp-1 (human) phosphatase inhibition; AID 493091; actives 0.88% (n = 340,000); inhibition, % at 20 µM; Recombinant Scp1, phosphopeptide, malachite green phosphate absorbance; Q9GZU7;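 active means inhibition above about 50% at 20 µM, limit read from the data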;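 further: plate controls were DMSO wells with enzyme for no effect and wells lacking enzyme for full effect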
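Material: truncated SCP-1 phosphatase (76-261aa) / Buffer or medium: 50 mM Tris acetate pH 5.5, 0.005% Tween-20, 10 mM MgCl2 / Compound dosing: one concentration, 20 µM, with 1.0% DMSO / Incubation: 45 min room-temperature reaction, 5 min colour, 30 min stabiliser / Detection: colorimetric free-phosphate detection, absorbance 630 nm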
SKN-1 inh: C. elegans SKN-1 inhibition; actives 0.49% (n = 360,000); inhibition, % at 21.8 µM; C. elegans VP596 Pgst-4::GFP/RFP ratio, acrylamide-induced, 24 h; AID 624304;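 active means interference check ratio from 0.5 to 1.5 plus GFP to RFP signal ratio inhibition reaching or exceeding a fixed threshold, cut at about 30% in these data, passing the limit was not always enough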; further: some compounds called inactive have numbers as strong as hits
LMPTP block: blocks human LMPTP phosphatase; inhibition, % at 20 µM; actives 0.22% (n = 360,000); recombinant LMPTP-A, OMFP fluorogenic substrate, fluorescence intensity; P24666; AID 651560;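 active means compounds that cut the enzyme signal by at least half of the control window in the single-dose screen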;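 further: plate controls were DMSO wells with enzyme plus substrate for no effect and substrate without enzyme for full effect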
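test system = LMPTP-A | amount = 0.625 nM LMPTP-A final | reagent = fluorogenic phosphatase substrate OMFP at 400 µM final | incubation = 50 min at room temperature | benchmarks = no-enzyme low control, uninhibited high control | medium = Bis-Tris pH 6.0, DTT, detergent | signal = fluorescence intensity of OMFP turnover product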
STEP inh: blocks human striatal-enriched tyrosine phosphatase. actives 0.25% (n = 360,000). recombinant STEP, OMFP fluorogenic substrate, fluorescence. AID 588621. P54829. inhibition, % at 20 µM;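 active means inhibition at 20 µM, scaled per plate between control wells, above about 37%, limit read from the data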;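 further: 0% = DMSO with enzyme and substrate and 100% = substrate only without enzyme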
Target sequence (P54829 whole entry, looked up): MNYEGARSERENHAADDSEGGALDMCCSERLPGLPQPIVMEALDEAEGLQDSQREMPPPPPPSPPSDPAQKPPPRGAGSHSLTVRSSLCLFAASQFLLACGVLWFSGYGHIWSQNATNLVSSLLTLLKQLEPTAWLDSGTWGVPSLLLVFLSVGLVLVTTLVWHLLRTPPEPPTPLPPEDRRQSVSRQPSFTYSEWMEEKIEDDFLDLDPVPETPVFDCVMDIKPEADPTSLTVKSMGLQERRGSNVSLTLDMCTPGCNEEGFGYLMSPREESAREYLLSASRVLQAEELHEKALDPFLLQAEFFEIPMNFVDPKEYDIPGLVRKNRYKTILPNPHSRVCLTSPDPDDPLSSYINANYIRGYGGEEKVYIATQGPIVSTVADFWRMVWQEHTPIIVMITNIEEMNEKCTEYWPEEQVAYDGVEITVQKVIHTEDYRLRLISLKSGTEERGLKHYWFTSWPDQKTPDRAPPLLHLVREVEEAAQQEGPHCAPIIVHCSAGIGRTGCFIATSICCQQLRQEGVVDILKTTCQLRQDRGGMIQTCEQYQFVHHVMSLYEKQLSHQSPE
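Test system: STEP tyrosine phosphatase / Reagent: OMFP at 25 µM / Doses: 20 µM, 1% DMSO / Read-out: percent inhibition scaled to no-enzyme and uninhibited-enzyme controls, plate-pattern corrected / Detection: FITC-channel fluorescence of OMFP product / Medium: Bis-Tris buffer pH 6.0, 2.5 mM DTT, 0.005% Tween 20 / Schedule: 20 min at room temperature, dark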
DNMT1 inh: DNMT1 (human) enzyme inhibition; P26358; DNMT1 molecular beacon, Hinp1I cleavage, fluorescence; inhibition (reported as % activation of signal), % at 10 µM; actives 0.83% (n = 360,000); in the data active means inhibition above about 50%
MT1-MMP act inh: inhibitors of human MT1-MMP activation | HT1080 RFP-PRO-GFP cells, GFP/RFP ratio fluorescence, overnight; percent of plate control window, DMSO zero | GFP/RFP ratio change, % at 20 µM | actives 0.061% (n = 360,000) | AID 651647;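 active means GFP/RFP ratio change of at least 30% with cell ATP level not reduced by more than half and red fluorescence within 50% of control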; further: strong numbers were not always called active
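Material – HT1080 RFP-PRO-GFP cells · Control set – DMSO wells and RFP-L50D-GFP cells · Incubation – overnight cell settling, then overnight compound exposure, 37 °C, 5% CO2 · Compound dosing – single-point 20 µM compound, 1% DMSO · Read-out – GFP/RFP fluorescence ratio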
* = called active by the depositor; i = inactive; . = not tested or not shown.

SMILES	NadD block	SUMO1-SIM PPI	Rpn11 inh	NRP1-CendR mod	Scp-1 inhibitor	SKN-1 inh	LMPTP block	STEP inh	DNMT1 inh	MT1-MMP act inh
COc1ccc(NC(=O)c2ccccc2NC(=O)CSc2ccc(C)cc2)cc1	10	-3	i	-10	-7	15	1.4	2	40	4
CCOC(=O)c1ccccc1NC(=O)COC(=O)C(CC(C)C)NC(N)=O (stereo not given)	-5	3	i	4	-1	-6	-0.4	-4	-1	5
CC1C(=O)c2ccccc2CC1C(=O)O (stereo not given)	0	0	i	0	-10	-7	-2.1	-2	-2	2
O=C1c2ccccc2NC(c2ccccc2Br)N1CCCN1CCOCC1 (stereo not given)	1	-3	i	-12	-8	1	-0.4	-2	-6	-14
Cc1cccc(NC(=S)NCc2ccncc2)c1C	2	1	i	-1	0	1	-1.8	-5	1	0
O=C(O)CCCC(=O)NCCCCc1ccccc1	-12	-2	i	13	-6	10	-1.5	0	1	3
CCC(C)(C)NC(=O)C(c1cccn1C)N(C(=O)Cn1nnc2ccccc21)c1ccc(F)cc1 (stereo not given)	-8	-2	i	4	0	30	-0.8	-2	5	6
COc1ccc(C(=O)C[C@@H]2OC[C@H](Cc3ccccc3)N2S(=O)(=O)c2ccc(C)cc2)cc1OC	.	1	.	-1	.	-9	2.6	.	.	-3
COc1cc(/C=N/OCC(=O)Nc2cc(C)on2)ccc1OCc1ccccc1	-5	2	i	-2	-5	11	1.3	1	-5	2
COC(=O)CSc1nc(C(C)C)nc2ccccc12	-1	-3	i	-4	-11	30	0.5	1	2	1
O=C(Cn1c(-c2ccc(Cl)cc2)noc1=O)N1CCN(c2ccccc2F)CC1	-2	3	i	-7	-8	14	1.2	-1	3	6
CC(C)(C)C(=O)Nc1ccc(N2CCN(S(C)(=O)=O)CC2)cc1	4	4	i	-8	-5	9	0.0	-1	6	7
O=C(NCC(O)c1nc2ccccc2[nH]1)c1ccc(Br)cc1 (stereo not given)	-3	4	i	21	.	8	-14	2	-2	5
Cc1ccc(S(=O)(=O)N2CCN(C(=O)C(C)Cn3cncn3)CC2)cc1 (stereo not given)	0	33	i	13	11	-10	-1.4	-2	2	1
COc1ccccc1Nc1nc(N2CCCC2)nc(N2CCOCC2)n1	0	8	i	2	-2	15	0.1	1	-1	2
COc1ccc(CNC(=O)CN(C(=O)c2snc(C(N)=O)c2N)c2ccc(OC)c(OC)c2)cc1	2	-11	i	0	2	16	-0.2	-1	1	3
CN(C(=O)c1ccc2c(=O)n3c(nc2c1)CCCCC3)c1ccccc1	0	0	i	7	5	-36	-2.1	-1	0	3
CC(=O)Nc1cc(-c2cccc(C(=O)N(C)C)c2)cn2c(-c3cccc(C(=O)N(C)C)c3)cnc12	7	-9	i	-15	.	9	0.8	1	-3	-4
COc1ccc2c(COC(=O)CNC(=O)C34CC5CC(CC(C5)C3)C4)cc(=O)oc2c1	8	-1	i	2	0	13	1.9	0	-5	5
CC(C(=O)NCCS(=O)(=O)c1ccc(Cl)cc1)S(=O)(=O)c1ccccc1 (stereo not given)	-2	2	i	-3	-4	6	-1.9	-2	6	0
COc1ccccc1-n1c(SCC(=O)N2CCCCC2)nnc1-c1ccccc1O	0	0	i	0	-4	15	-0.6	1	1	1
CC(=O)NCC(=O)N(c1ccccc1)C1(C(=O)NC2CCCCC2)CCCCC1	5	1	i	-9	-6	24	-0.7	1	7	-1
CC(C)C[C@H]1CNC(=S)N1CC1CCN(CCCC2CCCCC2)CC1	-3	0	i	-7	7	-23	-5.0	1	5	-1
CC[C@H](C)[C@H](NC(N)=O)C(=O)Nc1ccccc1F	-4	-3	i	10	0	2	0.1	-4	2	0
COc1cc(/C=N/n2c(COc3ccccc3)n[nH]c2=S)cc(OC)c1OC(C)=O	1	2	i	0	-4	12	-0.1	9	-1	1

The list goes on, starting with the last 5 of the part before.
SMILES	NadD block	SUMO1-SIM PPI	Rpn11 inh	NRP1-CendR mod	Scp-1 inhibitor	SKN-1 inh	LMPTP block	STEP inh	DNMT1 inh	MT1-MMP act inh
COc1ccccc1-n1c(SCC(=O)N2CCCCC2)nnc1-c1ccccc1O	0	0	i	0	-4	15	-0.6	1	1	1
CC(=O)NCC(=O)N(c1ccccc1)C1(C(=O)NC2CCCCC2)CCCCC1	5	1	i	-9	-6	24	-0.7	1	7	-1
CC(C)C[C@H]1CNC(=S)N1CC1CCN(CCCC2CCCCC2)CC1	-3	0	i	-7	7	-23	-5.0	1	5	-1
CC[C@H](C)[C@H](NC(N)=O)C(=O)Nc1ccccc1F	-4	-3	i	10	0	2	0.1	-4	2	0
COc1cc(/C=N/n2c(COc3ccccc3)n[nH]c2=S)cc(OC)c1OC(C)=O	1	2	i	0	-4	12	-0.1	9	-1	1
CCc1nc2ccccc2c(C(=O)OCC(=O)N(CC(C)C)c2c(N)n(Cc3ccccc3)c(=O)[nH]c2=O)c1C	5	5	i	-5	-6	-5	3.1	0	-3	-28
CCOC(=O)CNC(=O)c1cnn2cccnc12	4	14	i	14	-1	9	0.7	-1	11	-10
Cc1cc(OCC(=O)NCc2nc(-c3ccccc3)no2)c(C)cc1Br	5	3	i	6	-7	-12	-3.7	1	-4	-1
COc1ccc(C(=O)COC(=O)COc2cccc3c2OC(C)(C)C3)c(OC)c1	-12	-5	i	-11	-7	-1	2.3	3	-5	2
CC(=O)Nc1ccc(C(=O)Nc2nc(-c3cc(C)n(Cc4ccccc4)c3C)cs2)cc1	42*	1	i	-29	-3	8	0.1	4	-26	-2
COc1cccc(Cn2nnc3c(=O)[nH]c(C4CCCN(C(=O)c5ccccc5Cl)C4)nc32)c1 (stereo not given)	7	-1	i	10	-4	14	-0.6	1	0	8
COc1ccc(N2CCN(C(=O)c3ccc(Cn4nc(C)c([N+](=O)[O-])c4C)o3)CC2)cc1	0	5	i	10	1	-3	1.7	2	1	-1
C[C@@H]1CN([C@H](C)CO)C(=O)c2cc(Br)cnc2O[C@H]1CN(C)C(=O)Cc1ccccc1	3	-2	i	6	.	-8	-2.3	0	2	8
Cc1sc(N)c(C#N)c1C	-3	6	i	11	9	-14	0.4	0	-2	-1
COCCn1c(N)c(Sc2ccccc2)c(=O)[nH]c1=O	-5	-4	i	-4	-3	5	0.0	-1	0	0
O=C1CC(c2ccccc2)n2nc(NS(=O)(=O)c3ccccc3)nc2N1 (stereo not given)	1	2	i	-6	-14	12	-1.4	0	9	3
O=C(CCNC(=O)c1ccccc1Cl)Nc1cccc(S(=O)(=O)N2CCOCC2)c1	-5	-3	i	1	1	-3	-1.0	0	3	2
O=C(OCc1cncs1)c1ccccc1Cl	1	11	i	-6	-4	-7	-0.5	-1	1	1
Cc1ccc(Cn2cccc(NC(=O)CCC3CCCC3)c2=O)cc1	-7	0	i	14	-4	-5	2.9	0	-4	-2
COC(=O)c1ccc(NC(=O)c2ccc(NC(=O)C3CCCO3)cc2)cc1 (stereo not given)	-5	-1	i	-2	-13	1	-1.7	-3	1	4
COC(=O)CCSc1nccn1Cc1ccccc1	3	-1	i	-3	-5	12	-0.8	2	4	5
N#CCc1c(C#N)c(N)nc(N2CCCC2)c1C#N	-2	6	i	-4	-5	16	-0.4	1	0	4
COc1ccc(-c2noc(-c3ccccc3Cl)n2)cc1OC	-11	1	i	-5	-13	-6	2.0	-1	-8	5
CC(=O)NC(c1ccccc1)c1nc(-c2ccc(C)c(C)c2)cs1 (stereo not given)	-5	2	i	9	.	-3	0.7	3	-1	-1
Cc1ccc(S(=O)(=O)N2CCCC2CNC(=O)C(=O)NC2CCCC2)cc1 (stereo not given)	-2	3	i	4	-5	-9	-2.0	0	-1	0
CCCn1c(=O)c2c(C(F)(F)F)cc(-c3ccco3)nc2n(CCC)c1=O	-1	-5	i	-7	1	4	-3.9	-2	14	-3
CCc1ccc(NC(=O)c2ccc3c(c2)CCN3S(C)(=O)=O)cc1	-6	-1	i	8	.	9	-0.4	2	-4	8
O=C(O)CC1(CC(=O)Nc2cccc(C(=O)O)c2)CCCC1	-3	2	i	-2	1	-4	-1.7	-4	1	3
CCN(CC)S(=O)(=O)c1cccc(-n2c(O)c(C=Nc3ccccc3C(=O)O)c3ccccc3c2=O)c1	16	7	i	-51	19	11	-0.9	1	-1	0
O=C(Nc1ccc2c(c1)OCCO2)c1cnc2ccccn2c1=O	-2	-23	i	9	-3	3	1.1	3	2	-2
Cc1sc(NC(=O)COc2ccccc2)c(C#N)c1C	-7	2	i	11	-13	-6	1.5	29	-7	-6
CC(C(=O)OCC(=O)c1ccc(F)cc1)N1C(=O)C2C3C=CC(C3)C2C1=O (stereo not given)	-1	3	i	8	-1	-6	-0.8	0	1	0
CC(Oc1ccccc1Cl)C(=O)N(Cc1cccs1)C1CCS(=O)(=O)C1 (stereo not given)	1	1	i	-9	-1	-12	-1.5	-5	1	2

Structures from the list above with fluorine, in the order listed:
SMILES	NadD block	SUMO1-SIM PPI	Rpn11 inh	NRP1-CendR mod	Scp-1 inhibitor	SKN-1 inh	LMPTP block	STEP inh	DNMT1 inh	MT1-MMP act inh
CCC(C)(C)NC(=O)C(c1cccn1C)N(C(=O)Cn1nnc2ccccc21)c1ccc(F)cc1 (stereo not given)	-8	-2	i	4	0	30	-0.8	-2	5	6
O=C(Cn1c(-c2ccc(Cl)cc2)noc1=O)N1CCN(c2ccccc2F)CC1	-2	3	i	-7	-8	14	1.2	-1	3	6
CC[C@H](C)[C@H](NC(N)=O)C(=O)Nc1ccccc1F	-4	-3	i	10	0	2	0.1	-4	2	0
CCCn1c(=O)c2c(C(F)(F)F)cc(-c3ccco3)nc2n(CCC)c1=O	-1	-5	i	-7	1	4	-3.9	-2	14	-3
CC(C(=O)OCC(=O)c1ccc(F)cc1)N1C(=O)C2C3C=CC(C3)C2C1=O (stereo not given)	-1	3	i	8	-1	-6	-0.8	0	1	0
